ERa SRC1 pot = ER-alpha (human) coactivator binding potentiation; P03372; TR-FRET ERalpha-LBD/SRC-Cy5 coactivator binding, 2 h; 100 = basal binding, no effect; coactivator binding (% of control), % at 25.6 µM; 1.3% of 86,000 active; AID 639; in the data active = activity above about 200%;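 note: binding measured in presence of low estradiol as agonist stimulus; 0% = peptide alone without receptor and 100% = receptor with peptide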
H69AR growth 86K = blocks growth of human H69AR lung tumor cells. H69AR lung tumor viability, ATP luminescence, 72 h; active compounds read low. viability, % at 10 µM. 6% of 85,000 active. AID 598;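 active = viability at or below 40%; inactive = viability above 40%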;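 note: multidrug resistant small cell line overexpressing MRP-1 efflux transporter; 100% = mean luminescence of untreated control wells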
MT1-MMP txn act = MT1-MMP promoter transcription activation. HT1080 MT1-MMP promoter luciferase reporter, luminescence, overnight; active compounds read high. activation factor at 10 µM. 0.16% of 86,000 active;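 active = activation factor of at least 2 for MT1-MMP transcription at 10 µM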
Mac1 fbg enh = enhancers of human CD11b/CD18 binding to fibrinogen; AID 1499; K562 CD11b/CD18 adhesion to fibrinogen, ATPlite luminescence; P05107+P11215; 0.07% of 93,000 active; activation, % at 10 µM;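 active = 10 µM primary screen giving 50% or more activity, confirmed by 40% or more on retest at that dose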; note: strong numbers were not always called active
HUVEC inhibit = blocks proliferation of human endothelial cells | viability, % at 10 µM (by protocol) | 1.1% of 86,000 active | HUVEC proliferation, CellTiter-Glo luminescence, 72 h; active compounds read low | AID 648;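 active = viability at or below 30%; inactive = viability above 30%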;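 note: 100% = median luminescence of DMSO-only cell control wells on each plate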
Fibroblast inh = blocks proliferation of human lung fibroblasts | viability, % at 10 µM | LL 47 human lung fibroblast viability, ATP luminescence; active compounds read low | 1.1% of 85,000 active | AID 719;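 active = viability at or below 50% in the single dose screen; inactive = viability above 50%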;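 note: compound exposure lasted 72 h before the ATP readout; 100% = median luminescence of untreated cell-only wells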
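Signal: luminescent ATP detection, CellTiter-Glo; assay system: LL 47 human lung fibroblasts; input: 1,150 cells/well; incubation: overnight cell rest, 72 h compound treatment at 37 °C; measure: % viability versus median cells-only luminescence; medium: IMEM growth medium with 15% fetal bovine serum; dosing: compound addition at 0.1% DMSO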
Smad3 inh = inhibitors of human Smad3 transcription factor binding; TR-FRET Smad3/Dy647-FoxH1 peptide binding, europium anti-His; inhibition, % at 25 µM; 0.29% of 88,000 active;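 active = compounds that reduce the energy-transfer binding signal between the protein and its labelled peptide by more than half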;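 note: 0% = Smad3 plus labelled peptide maximal FRET and 100% = peptide-only background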
Target sequence (P84022 whole entry, looked up): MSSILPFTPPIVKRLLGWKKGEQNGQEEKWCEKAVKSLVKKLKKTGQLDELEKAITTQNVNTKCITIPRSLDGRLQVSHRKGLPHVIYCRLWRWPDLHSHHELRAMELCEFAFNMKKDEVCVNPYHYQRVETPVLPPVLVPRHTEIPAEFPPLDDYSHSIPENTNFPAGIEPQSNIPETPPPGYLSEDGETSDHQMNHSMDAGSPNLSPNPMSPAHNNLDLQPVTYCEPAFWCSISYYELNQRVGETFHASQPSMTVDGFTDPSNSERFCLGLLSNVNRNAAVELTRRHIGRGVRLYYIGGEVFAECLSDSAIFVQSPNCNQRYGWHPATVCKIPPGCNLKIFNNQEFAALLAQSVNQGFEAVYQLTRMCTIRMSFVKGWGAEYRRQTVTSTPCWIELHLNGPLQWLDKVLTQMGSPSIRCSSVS
ERa coact inh = ER-alpha (human) coactivator binding inhibition. TR-FRET ER-alpha LBD / SRC-1 peptide, estradiol-bound. inhibition, % at 25.6 µM. 1.7% of 86,000 active; in the data active = inhibition above about 50%;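 note: 0% = receptor plus peptide control and 100% = peptide only without receptor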
ERb SRC1 inh = ER-beta (human) coactivator binding inhibition | TR-FRET ER-beta LBD / SRC1-Cy5 peptide binding; receptor agonist-loaded with 1 µM estradiol | inhibition, % at 25.6 µM | 1.3% of 86,000 active | AID 633;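 active = compounds whose percent inhibition of the receptor-coactivator binding signal exceeds about 50% in the single-dose screen, limit read from the data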;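 note: 0% = receptor plus peptide wells without compound and 100% = peptide-only wells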
Target sequence (Q92731 whole entry, looked up, the tested form may be a part): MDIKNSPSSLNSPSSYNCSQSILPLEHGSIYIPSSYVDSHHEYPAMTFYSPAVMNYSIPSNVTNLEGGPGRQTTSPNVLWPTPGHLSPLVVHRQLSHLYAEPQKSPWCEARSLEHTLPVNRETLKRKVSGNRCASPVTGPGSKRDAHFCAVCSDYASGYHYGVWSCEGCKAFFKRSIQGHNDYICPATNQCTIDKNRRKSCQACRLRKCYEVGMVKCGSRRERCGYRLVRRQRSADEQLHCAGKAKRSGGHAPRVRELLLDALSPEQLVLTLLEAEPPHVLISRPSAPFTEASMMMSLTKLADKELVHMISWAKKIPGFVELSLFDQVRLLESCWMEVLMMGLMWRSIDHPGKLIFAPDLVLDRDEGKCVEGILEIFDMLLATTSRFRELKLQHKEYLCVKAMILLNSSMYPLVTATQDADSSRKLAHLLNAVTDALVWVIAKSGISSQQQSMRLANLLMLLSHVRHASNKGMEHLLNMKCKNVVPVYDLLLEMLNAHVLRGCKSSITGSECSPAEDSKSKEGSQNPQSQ
The depositor's hits bear a star; x = not tested or not shown; [ ] = remark or other dose.

SMILES	ERa SRC1 pot	H69AR growth 86K	MT1-MMP txn act	Mac1 fbg enh	HUVEC inhibit	Fibroblast inh	Smad3 inh	ERa coact inh	ERb SRC1 inh
COc1cc(C2C(C#N)=C(C)NC3=C2C(=O)CC(C)(C)C3)ccc1OCCO (centres undefined)	121	85	1.1	4	106	103	9	-6	-2
COc1ncnc2c1NC(=O)CS2	98	93	1.1	0	99	104	3	2	-5
CCOC(=O)C1CCN(c2nc3ccccc3nc2C(C#N)C(=O)OC(C)C)CC1 (centres undefined)	121	61	1	1	95	93	11	-2	5
CC(=O)Nc1sc2c(c1CN1CCN(c3ccc(F)cc3)CC1)CCCC2	112	92	1.2	3	84	79	3	1	-6
CCCCCCSC1=C(C#N)C(c2ccccc2)CC(=O)N1 (centres undefined)	122[fluorescence artefact?]	100	1.2	4	89	98	3	3[fluorescence artefact?]	0[fluorescence artefact?]
Cc1cccc(N2C(=O)C3C4C=CC(C4)C3C2=O)c1 (centres undefined)	120[fluorescence artefact?]	92	1.1	-1	94	105	-2	1	4
Cc1ccc(NC(=O)CSC2=C(C#N)C(c3ccco3)CC(=O)N2)cc1 (centres undefined)	101	57	1.3	-3	108	111	-1	8[fluorescence artefact?]	11[fluorescence artefact?]
COc1ccc(N2CCN(C(=O)CSc3nnc(-c4cccnc4)n3-c3ccccc3)CC2)cc1	99	85	1.1	-5	91	94	-10	-5	7
Cc1nnc(NC(=O)CC(CN(C)S(=O)(=O)c2ccccc2)c2ccccc2)s1 (centres undefined)	86	87	x	-11	109	110	-16	3[fluorescence artefact?]	-2[fluorescence artefact?]
Cc1cc(CN(C)C)c(O)c(C2(C)CCCCC2)c1	80[fluorescence artefact?]	115	1	-2	95	61	-3	-5	14
O=C(NCc1cccs1)C1CCC(=O)N1C1CCCCC1 (centres undefined)	108	124	1	x	104	99	-12	-3	-4
COc1cccc(OC)c1C(=O)Nn1c(C2CCC2)nc2ccccc2c1=O	121	110	1.1	-2	104	106	3	-4	0
COc1ccc(CC2CCOC2=O)cc1 (centres undefined)	118	106	1.2	-4	99	101	-5	-8	-7[fluorescence artefact?]
CC1CN(S(=O)(=O)Cc2ccccc2)CC(C)O1 (centres undefined)	105	94	1	3	100	94	6	-12	-8
C(=N\n1cnnc1)/c1cn(Cc2ccccc2)c2ccccc12	87[fluorescence artefact?]	75	1.2	2	48	77	-7	5	-12
Cc1ccccc1-n1nc2c(c1NC(=O)c1ccc(Br)o1)CSC2	207*[fluorescence artefact?]	98	1.1	43	102	100	0	20	42[fluorescence artefact?]
O=C(CCC(=O)N(CC(=O)NC1CCCC1)C1CCCC1)Nc1ccccn1	116	99	1.1	-1	86	97	-2	3	-4
Cc1cc(N)ccc1S(C)(=O)=O	107	102	1.2	x	103	101	-6	19	18
COc1cccc(C(=O)Nc2ccccc2N2CCCC2)c1	126	103	0.9	7	102	103	1	-5	-6
N/C(=N/O)c1nc(N2CCCCC2)nc(N2CCCCC2)n1	110	90	0.9	x	96	92	-1	-11	-10
O=C(N1CCOCC1)N1CCN(Cc2ccccc2)CC1	545*[fluorescence artefact?]	93	1.1	-2	96	100	-2	-5	-6
CCN1CCN(c2ncnc3sc(C(=O)Nc4ccccc4F)c(C)c23)CC1	121	76	1.1	1	96	93	-4	0	-10
O/N=C1\CC/C(=N\O)c2nn(-c3ccc(Cl)cc3Cl)nc21	119	x	1.1	2	77	86	4	-6	-8
CCOC(=O)CN1NC2(CCC(C(C)(C)C)CC2)NC1=S (centres undefined)	112[fluorescence artefact?]	95	1.2	x	92	103	10[fluorescence artefact?]	1	-3
COC(=O)c1ccccc1NC(=O)COC(C)=O	99	6.0*	1.1	-3	101	x	1	47[fluorescence artefact?]	45
O=C(c1ccccc1)N(Cc1ccc(F)cc1)Cc1nc2ccccc2c(=O)[nH]1	92	74	1.4	x	80	96	-12	8	10[fluorescence artefact?]
Cc1nn(C)c(C)c1NC(=O)CCCSc1nc(-c2ccco2)cc(C(F)(F)F)n1	100	50	0.9	x	99	97	2	-36	-11
Cc1ccc(S(=O)(=O)N2CCSC2c2ccco2)cc1 (centres undefined)	88	84	1.1	1	103	90	-8	7[fluorescence artefact?]	9
COc1ccccc1C1C=C(c2ccc(C)cc2)Nc2nnnn21 (centres undefined)	180	18*	1.1	-2	77	85	12	-7	2
c1ccc(-n2ncc3c(NCCN4CCOCC4)ncnc32)cc1	98	71	1.8	0	92	104	-8	10	2
COCCCNC(=O)Nc1ccc2c(c1)N(C)C(=O)CS2	105	96	1	0	88	99	-8	46	-9
CCN(C(=O)c1ccnc(C(C)(C)C)c1)c1ccccc1	107[fluorescence artefact?]	87	1.1	-3	96	99	-8	-3	-2
CC1CC(C)CN(C(=O)CSc2nnc(-c3ccc(Cl)cc3)o2)C1 (centres undefined)	111	81	1.1	-4	101	91	5	5	-3
CCOC(=O)C(C)n1nc(C)c2sc3ccccc3c2c1=O (centres undefined)	96[fluorescence artefact?]	109	1.2	x	112	98	0	1	-5
O=C(Nc1ccc(N2CCN(C(=O)c3ccco3)CC2)cc1)c1cccc(F)c1	97[fluorescence artefact?]	30*	1.2	-2	82	99	0	33	8
COc1ccccc1Nc1ncnc2c1oc1ccccc12	87	87	1.6	2	83	96	11	12[fluorescence artefact?]	9[fluorescence artefact?]
CCCNC(=O)c1ccccc1NC(=O)Nc1ccccc1C	96	95	1.1	-2	102	101	-5	-2	-9
Cc1nc(N2CCN(Cc3nc4ccccc4[nH]3)CC2)c2oc3ccccc3c2n1	104[fluorescence artefact?]	36*	1	1	72	88	-3	-4	2
COc1ccc2[nH]c(=O)c(CN(C(=O)c3ccco3)C3CCCCC3)cc2c1	113	78	1	-4	93	91	2	5	-9
CCn1c(CN2CCN(c3ccc(Cl)cc3)CC2)nc2ccccc21	98	64	1.2	x	105	87	4	-2	7
CCC(CC)c1nnc(NC(=O)CCCN2C(=O)c3ccccc3C2=O)s1	92	90	x	-5	103	94	2	-7	-5
CCn1cc([N+](=O)[O-])c(C(=O)N2N=C(c3cccc4ccccc34)CC2c2ccccc2O)n1 (centres undefined)	92[fluorescence artefact?]	79	1.5	x	78	88	3	-8	5
CCCc1ccc(OCc2ccc(C(=O)OC)o2)c(OC)c1	121	99	1.4	-2	116	97	-5	0	1
COc1ccc(CC(=O)NC(C)c2nnc(SCC(=O)c3ccc(Br)cc3)n2C)cc1 (centres undefined)	97	93	1.1	-4	99	101	10	3	-1
NC(=O)C1CCN(CCC(=O)Nc2ccc3c(c2)CCC3)CC1	116	92	1.3	x	86	92	4	-24	-25
Cc1csc(NC(=O)c2cnccn2)n1	89	66	1.4	-2	105	98	0	3[fluorescence artefact?]	36[fluorescence artefact?]
COc1cccc(C2/C(=C(/O)c3cnn(-c4ccccc4)c3C)C(=O)C(=O)N2CCN(C)C)c1OC (centres undefined)	115	98	1.2	x	107	101	4	-2	-3[fluorescence artefact?]
N#Cc1c(SCC(=O)O)nc(-c2ccccc2)c2c1CCCC2	100	90	1	-3	94	103	-4	-5	-6

Record cards, as listed above.
Cc1csc(NC(=O)c2cnccn2)n1 as listed: ERa SRC1 pot = 89; H69AR growth 86K = 66; MT1-MMP txn act = 1.4; Mac1 fbg enh = -2; HUVEC inhibit = 105; Fibroblast inh = 98; Smad3 inh = 0; ERa coact inh = 3[fluorescence artefact?]; ERb SRC1 inh = 36[fluorescence artefact?]
CCCNC(=O)c1ccccc1NC(=O)Nc1ccccc1C as listed: ERa SRC1 pot = 96; H69AR growth 86K = 95; MT1-MMP txn act = 1.1; Mac1 fbg enh = -2; HUVEC inhibit = 102; Fibroblast inh = 101; Smad3 inh = -5; ERa coact inh = -2; ERb SRC1 inh = -9
NC(=O)C1CCN(CCC(=O)Nc2ccc3c(c2)CCC3)CC1 as listed: ERa SRC1 pot = 116; H69AR growth 86K = 92; MT1-MMP txn act = 1.3; Mac1 fbg enh = x; HUVEC inhibit = 86; Fibroblast inh = 92; Smad3 inh = 4; ERa coact inh = -24; ERb SRC1 inh = -25

Following part.
SMILES	ERa SRC1 pot	H69AR growth 86K	MT1-MMP txn act	Mac1 fbg enh	HUVEC inhibit	Fibroblast inh	Smad3 inh	ERa coact inh	ERb SRC1 inh
O=C(CSc1nnc(-c2cccnc2)o1)Nc1ccccn1	97	86	1.2	-2	90	94	11	-30	-13[fluorescence artefact?]
CCn1c(=O)cc(SCC(=O)Nc2ccc3c(c2)OCO3)c2ccccc21	105	82	1.1	4	81	102	16	-11	-2
Cc1cccc(CCNC(=O)CCc2nc(-c3ccccc3F)no2)c1	123	87	1.2	x	97	94	3[fluorescence artefact?]	-11	-12
CSc1nnc(Cn2c(=O)sc3ccccc32)n1CCc1ccccc1	97	85	1	3	95	98	-7	-4	4
CCOc1ccc(C(O)c2nccn2C)cc1 (centres undefined)	101	95	1.1	x	101	106	9	-7	-1
COc1cccc(-c2noc(N)c2C#N)c1	101	28*	1.1	-2	100	97	-9	-7	-2
Cc1noc(NS(=O)(=O)c2ccc(NC(=O)Nc3ccc(Cl)c(Cl)c3)cc2)c1C	70	90	1	9	67	94	1	8	-2
CCOC(=O)C1CCN(c2c(NCCCN(C)C3CCCCC3)c(=O)c2=O)CC1	115	88	1.1	0	91	92	0	-3	-7
Cc1nnc(NC(=O)c2cccc(NC(=O)C(C)C)c2)s1	105	86	1.2	-3	95	101	-5	-4	-7
O=C(CSc1nc(O)c(Cc2ccccc2)c(=O)[nH]1)Nc1ccccc1	114	104	1.2	-9	112	103	3	2	-6
Cc1cccc(N2CCN(C(=O)c3ccc(N4CCCC4=O)cc3)CC2C)c1 (centres undefined)	112[fluorescence artefact?]	101	1	x	100	102	9	-1	-4
CCCN1C(=O)CN(C2CCCCCC2)C(=O)C1c1ccc(C)cc1 (centres undefined)	111	95	1.1	x	89	95	2	8[fluorescence artefact?]	4[fluorescence artefact?]
COC(=O)C1=C(C(=O)OC)SC(=C2C(=S)C(C)(C)N(C(=O)C(C)C)c3ccccc32)S1	88[fluorescence artefact?]	74	1	0	86	89	23	-7	6
CC1(C)CNC(=O)c2sc(N3CCOCC3)nc2C1	108	62	1	0	75	71	7	0	-7
COc1ccccc1CNC(=O)Cn1cnc2ccccc2c1=O	102	84	1.1	-6	95	100	0	21	4[fluorescence artefact?]
COc1ccc(-c2nc(-c3ccncc3)no2)cc1OC	107	91	1.5	-5	103	93	-6	8	-8
CC(c1ccccc1)n1cc(C(=O)NCC2COc3ccccc3O2)nn1 (centres undefined)	119	97	1	x	95	98	-9	2	-3
CCOc1ccc(CN2CCNC(=O)C2CC(=O)OC)cc1 (centres undefined)	105	100	1	-4	104	106	8	-8	-3
Cc1nc(SCC(=O)N2CCCc3ccccc32)c2oc3ccccc3c2n1	122	71	1	-3	84	106	0	5	10[fluorescence artefact?]
COc1ccccc1NC(=O)N1CCN(c2cccc(C(F)(F)F)c2)CC1	123	103	1	-2	113	104	9	-3	2
CC1=CC(C)(C)Nc2ccc(OC(=O)C(Cc3ccccc3)N3C(=O)C4CCCCC4C3=O)cc21 (centres undefined)	111	80	x	2	59	94	3	-14	2
COc1ccc(C2(O)CCN(C(=O)Cc3cccnc3)CC2)cc1	122[fluorescence artefact?]	105	1	-3	96	106	1	2	3
Cc1ccc(OCC(O)CN2CCN(CC(O)COc3ccc(C)cc3)CC2)cc1 (centres undefined)	104	91	1.3	-3	86	107	1	-3[fluorescence artefact?]	-2
CC(=O)c1c(C)nn(CC(O)Cn2c3c(c4cc(C)ccc42)CCCC3=O)c1C (centres undefined)	99	92	1	-1	87	98	10	-6	-12

Compound activity (PubChem)

Not all compounds are listed; count on the stated rates, not on these rows.
